Measles CPE: protection of cells from measles virus | Measles virus-infected cells, CPE protection, absorbance | protection (pct of control), % at 4 µM | 140,000 compounds, 1.5% hits | AID 841; in the data active means protection mostly above about 24%, no sharp cut-off; inactive means mostly below about 26%; further: some compounds called inactive have numbers as strong as hits
Yeast growth inh: chemicals that inhibit yeast BB579 growth in restrictive medium (lifespan-shortening candidates); S. cerevisiae BB579 growth, OD615, 48 h; inhibition, % at 10 µM; 140,000 compounds, 0.51% hits;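 active means inhibition above a set limit, 3 SD over the mean compound inhibition, cut at about 44% in these data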; further: inactives centre near -24
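Test system: Saccharomyces cerevisiae DeaD strain BB579, replicative lifespan model yeast | Buffer or medium: Restrictive CSMM-D medium | Doses: One dose, 10 µM compound with 0.25% DMSO | Incubation: 48 h exposure, 30 °C | Detection: Culture absorbance at 615 nm | Control set: Amphotericin B at 10 µg/mL as positive control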
PTEN del growth: growth suppressors of cells with PTEN tumor suppressor deletion. HCT116 PTEN-null viability, CellTiter-Glo, 60 h; active compounds read low. viability, % at 10 µM. 140,000 compounds, 1.2% hits;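 active means viability at or below a set limit, 4 SD under the median of all tested compounds, cut at about 3.7% in these data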;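 further: PTEN knockout HCT116 line with beta catenin targeted HCT116 as companion control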
MRP-1 activ: MRP-1 activation; AID 799; viability increase, % at 10 µM; H69AR cells + doxorubicin, viability rescue, CellTiter-Glo; 140,000 compounds, 0.61% hits;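 active means viability gain under doxorubicin at or above a set limit, the compound median plus 3 SD, cut at about 4.7% in these data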;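 further: MRP-1 overexpressing cells given doxorubicin 25 µM after compound pretreatment; 18-22 h compound pretreatment then 72 h with doxorubicin before readout; 0% = doxorubicin-only wells and 100% = vehicle-treated cells without doxorubicin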
Yeast life ext: yeast lifespan extension. S. cerevisiae growth with nicotinamide, OD615; deaD strain in restrictive glucose medium. inhibition of the nicotinamide effect, % at 10 µM. 130,000 compounds, 0.68% hits;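 active means inhibition above a set limit, placed 3 SD over the median of all compounds, cut at about 26% in these data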;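 further: 0% = nicotinamide-treated wells and 100% = cells grown without nicotinamide; some compounds called inactive have numbers as strong as hits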
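Assay system: engineered S. cerevisiae DeaD replicative-lifespan strain, galactose-grown log-phase cells; medium: restrictive CSMM-D dextrose medium; also added: nicotinamide, 1.5 mM, co-present with compound; schedule: 48 h compound exposure at 30 °C, humidified; detection: absorbance at 615 nm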
bCat KO growth: beta-catenin-lacking colon tumor cell growth suppression | HCT116 beta-catenin knockout viability, CellTiter-Glo, 60 h; active compounds read low | viability, % at 10 µM | 140,000 compounds, 1.5% hits;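 active means viability at or under a set limit, the compound median less 4 SD, cut at about 6% in these data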;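 further: 0% = Hyamine 1622 control at 20 µM and 100% = untreated cell control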
NPY Y2 blocker: blocks the human neuropeptide Y Y2 receptor. NPY-Y2 expressing cells, antagonist mode. 140,000 compounds, 0.99% hits. inhibition, % at 2.7 µM. P49146; in the data active means inhibition above about 17%;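 further: 0% = vehicle with agonist challenge and 100% = reference antagonist with challenge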
Target sequence (P49146 whole entry, looked up): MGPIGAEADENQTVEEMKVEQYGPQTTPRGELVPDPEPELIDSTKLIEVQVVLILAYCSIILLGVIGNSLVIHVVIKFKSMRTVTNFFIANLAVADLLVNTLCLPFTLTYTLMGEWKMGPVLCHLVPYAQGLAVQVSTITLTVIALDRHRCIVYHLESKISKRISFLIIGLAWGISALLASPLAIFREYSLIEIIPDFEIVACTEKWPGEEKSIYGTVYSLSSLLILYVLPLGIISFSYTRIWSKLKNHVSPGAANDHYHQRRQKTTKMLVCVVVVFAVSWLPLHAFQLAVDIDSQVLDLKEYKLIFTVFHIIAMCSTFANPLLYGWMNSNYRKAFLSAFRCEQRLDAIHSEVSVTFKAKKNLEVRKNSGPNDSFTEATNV
GALR2 antag: blocks the human galanin receptor 2; GALR2-expressing cells, antagonist mode; inhibition, % at 4 µM; 140,000 compounds, 0.39% hits; in the data active means inhibition above about 27%;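 further: cells stimulated with galanin 1-16 at roughly its EC80; 0% = agonist challenge control and 100% = basal control without agonist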
Target sequence (O43603 whole entry, looked up): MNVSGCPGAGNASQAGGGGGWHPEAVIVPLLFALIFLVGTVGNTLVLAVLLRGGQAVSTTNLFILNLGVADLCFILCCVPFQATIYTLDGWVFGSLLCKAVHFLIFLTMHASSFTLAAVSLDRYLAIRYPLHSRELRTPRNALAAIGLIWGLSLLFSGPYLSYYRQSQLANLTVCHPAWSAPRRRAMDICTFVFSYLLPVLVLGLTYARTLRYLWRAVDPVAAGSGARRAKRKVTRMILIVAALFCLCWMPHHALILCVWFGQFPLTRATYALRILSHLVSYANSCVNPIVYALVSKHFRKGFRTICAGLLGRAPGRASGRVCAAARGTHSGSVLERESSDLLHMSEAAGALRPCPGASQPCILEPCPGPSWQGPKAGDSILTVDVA
Phagocytosis inh: macrophage phagocytosis inhibition; 110,000 compounds, 0.07% hits; J774A.1 macrophage IgG-bead phagocytosis, imaging; AID 1029; inhibition, % at 5 µM;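 active means inhibition above the mean of the plate negative controls plus 5 SD, cut at about 13% in these data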;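 further: phagocytic index as fraction of beads internalized from green versus red external bead signal; plate controls were DMSO negative control for no effect and cytochalasin-D positive control for full effect; some results beyond the cut were filed as inactive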
E-sel TNF inh: blocks E-selectin expression induced by TNF alpha; HUVEC TNFa-induced E-selectin immunofluorescence, high content; inhibition, % at 2 µM; 120,000 compounds, 0.71% hits;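 active means inhibition above the batch mean plus 3 SD, and confirmed as a hit on visual image review, cut at about 43% in these data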;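 further: 0% = TNF-stimulated DMSO wells and 100% = unstimulated control wells; not every result past the cut was called active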
Active calls of the source: *; x = no result given.

SMILES	Measles CPE	Yeast growth inh	PTEN del growth	MRP-1 activ	Yeast life ext	bCat KO growth	NPY Y2 blocker	GALR2 antag	Phagocytosis inh	E-sel TNF inh
CCCN1CCN(C(=O)C2CCN(S(=O)(=O)c3ccc4c(c3)oc(=O)n4C)CC2)CC1	3	15	101	-0.9	-6	100	0	-3	-1	x
Cc1ccc(CNC(=O)/C(C#N)=C/c2ccc(C)s2)cc1	20*	-5	89	-3.0	-21	103	6	15	x	-6
COc1cccc(NS(=O)(=O)c2c(C)cc(C)cc2C)c1	26	22	81	-0.9	0	88	-2	4	0	x
COC(=O)CSc1nnc2c3c4c(sc3nc(-n3nc(C)cc3C)n12)COC(C)(C)C4	3	-16	105	-0.7	-2	101	3	1	-1	-18
COc1cccc(OC)c1OCCCSc1nc(C)cc(=O)[nH]1	7	-3	94	-2.6	1	92	2	15	2	-20
CN(C(=O)CSc1nnnn1-c1ccccc1)C1CCCCC1	7	-45	89	-2.8	-11	92	3	-2	-1	-26
CCOCCCNC(=O)C(c1ccc(Cl)cc1)N1CCN(C(=O)c2ccco2)CC1 (stereo unspecified)	12	2	102	-3.7	-2	89	4	-13	2	x
CCCC(=O)NC(=S)Nc1nc(-c2ccc(OC)cc2)cs1	2	-24	44	-1.9	3	43	2	-5	-1	x
Cc1c(NC(=O)CN2CC(C)OC(C)C2)c(=O)n(-c2ccccc2)n1C (stereo unspecified)	3	-36	94	-0.6	-19	94	1	0	0	66*
COc1c(Cl)cc(-c2noc(C)c2C(=O)NC(C)C)cc1Cl	9	-30	91	-0.5	3	85	0	-2	x	-29
CCOC(=O)CC1C(=O)NCCN1C(=O)Nc1ccccc1 (stereo unspecified)	5	-47	101	0.1	-7	88	-3	11	x	-2
CN(C)S(=O)(=O)c1ccc(NC(=O)c2cc3ccccc3o2)cc1	13	-22	75	-0.2	-8	82	0	-1	2	x
CCCCNC(=S)NCCN1CCCCC1	1	7	92	-2.0	x	89	3	-23	x	-12
CCc1ccccc1NC(=O)NC1CC2CCC(C1)N2Cc1cccs1 (stereo unspecified)	10	0	96	-2.9	-5	89	3	-4	-3	-2
COCCn1c(-c2ccc(OC)cc2)cnc1N	11	-13	81	-3.8	-2	85	1	-1	0	-27
N#Cc1c(N)nc2c(c1-c1ccncc1)CCCC2	1	-23	84	-2.7	-14	79	1	-6	0	x
CC1(C)C(O)=C(c2nc3ccccc3[nH]2)C(=N)N1c1ccccc1	5	-47	85	-4.6	-5	72	-1	7	x	x
Cc1ccc(S(=O)(=O)N2CCC(=O)N(C(COCc3ccc(Cl)cc3)C(C)C)CC2)cc1 (stereo unspecified)	1	-37	43	-3.4	3	59	1	1	x	x
COc1ccc(-c2cc(C(F)(F)F)n3nc(C(=O)N4CCCCC4)cc3n2)cc1OC	12	-35	85	-1.3	-2	92	1	-4	3	-12
Cn1c2ccccc2c2nnc(SC3CCOC3=O)nc21 (stereo unspecified)	6	-35	93	-0.6	2	93	2	-4	-1	9
Cc1ccsc1CNn1cnnc1SCc1ccccc1F	2	1	92	-1.0	-5	98	0	6	-2	2
Cc1cccc(NC(=O)CSc2nnnn2C)n1	2	-23	98	-3.3	-2	97	0	-3	x	-32
O=C(COc1ccccc1)N/N=C/c1ccc(O[C@@H]2O[C@H](CO)[C@@H](O)[C@H](O)[C@H]2O)cc1	3	-34	106	-0.2	3	100	2	-2	-6	x
COc1ccc(OCCn2cncn2)cc1	3	-7	90	-3.3	0	87	0	4	0	0
Nc1nnnn1/N=C\c1ccc(Cl)c([N+](=O)[O-])c1	35	-55	73	-4.7	1	66	3	-4	x	x
Cc1ccc2nc(-c3ccc(NC(=O)CN(c4ccccc4C)S(C)(=O)=O)cc3)sc2c1	24	-56	68	-1.4	-16	85	0	-8	0	-27
Cc1oc2ccc(O)c(CN3CCOCC3)c2c1C(=O)c1ccc(Cl)cc1	7	-13	48	-1.7	-6	55	3	8	0	x
NNC(=O)c1cn2ccccc2n1	8	-44	93	0.0	-2	103	2	2	x	25
Cc1nc(NC(=O)c2ccc(Br)o2)sc1C	7	-37	87	2.8	-12	82	2	-2	x	1
CC(C)NC(=O)c1noc2cc([N+](=O)[O-])ccc12	30	-21	101	-0.3	-10	92	2	0	x	-5
O=c1cc(NCC2CCCO2)[nH]c(=O)n1-c1ccc(Cl)cc1 (stereo unspecified)	6	7	84	-1.8	x	85	0	3	x	-24
CCCS(=O)(=O)N1CCC(C(=O)N2CCOCC2)CC1	24	1	94	-2.9	-1	91	2	-4	1	x
Cc1c(C(=O)OC(C)C(C)C[N+](C)(C)C)oc2ccccc12 (stereo unspecified)	16	-30	86	-0.7	3	79	1	-10	1	7
CCOc1cc(C(=O)OCC(=O)Nc2c(C)cccc2C)ccc1OCC(=O)N1CCOCC1	33*	-30	109	-1.6	4	101	2	3	-6	x
O=C(O)CSc1nc2ccccc2c(=O)[nH]1	3	0	121	0.2	-3	108	2	-5	0	0
CCCc1cc(-c2nc(N)ncc2-c2ccc3c(c2)OCCCO3)c(O)cc1OC	1	-32	22	0.5	2	26	5	-4	-1	-15
Cc1ccccc1Cn1cc(NC(=O)c2cc3nc(-c4ccco4)cc(C(F)(F)F)n3n2)cn1	7	-21	102	1.6	-7	87	-2	-4	0	-12
N#Cc1ccc(C(=O)Nc2nnc(-c3ccccn3)o2)cc1	7	-26	92	-3.5	4	91	1	-8	-11	-76
COc1ccc(NS(=O)(=O)c2cc(NC(=O)/C=C/c3ccccc3OC)ccc2N2CCCCC2)cc1	7	-63	91	-0.3	9	95	2	5	x	x
O=C(CSc1nnc(-c2cccs2)o1)NCC1CN(Cc2ccccc2)CCO1 (stereo unspecified)	5	-28	90	-0.9	-15	95	1	-9	10	-25
COC(=O)c1c(NC(=O)C(C)(C)C)sc2c1C(C(=O)OC)CC2 (stereo unspecified)	16	12	74	-2.1	-16	72	4	-1	x	-6
CC(=O)c1c(C)[nH]c(C(=O)Nc2nc(-c3ccc(Cl)cc3)cs2)c1C	6	-39	67	4.8*	-3	71	1	-1	x	x
COC(=O)c1cc(NS(=O)(=O)c2ccc(N3CCCCC3)c([N+](=O)[O-])c2)cc(C(=O)OC)c1	5	-42	93	-0.6	-23	101	5	0	x	-80
CCS(=O)(=O)N1CCN(Cc2ccncc2)CC1	7	-19	108	1.2	2	102	0	13	1	5
C=CCn1c(SCC(=O)c2ccc(OC)cc2)nnc1-c1cc2cccc(OC)c2o1	18	-35	87	-3.1	-9	91	2	-6	0	23
COc1cc(C(=O)NCCN2CCOCC2)cc(OC)c1OC	8	-23	106	-0.7	6	93	2	-3	-1	2
Cc1c(C(=O)NCCSCc2ccco2)cccc1[N+](=O)[O-]	8	-26	95	-1.9	-1	96	3	3	x	-10
CCc1ccc(NC(=O)C2C3C=CC(C4CC34)C2C(=O)O)cc1 (stereo unspecified)	20	-5	96	-2.1	x	89	0	5	x	-3
CCCc1cc(=O)[nH]c(SCC(N)=O)n1	28	-28	90	-1.9	-18	99	2	7	-1	-4
CCN(CC)S(=O)(=O)c1cccc(C(=O)OCC(=O)N2CC(=O)Nc3ccccc32)c1	1	-52	104	-1.5	-15	107	-1	-2	-2	9
The results go on.
SMILES	Measles CPE	Yeast growth inh	PTEN del growth	MRP-1 activ	Yeast life ext	bCat KO growth	NPY Y2 blocker	GALR2 antag	Phagocytosis inh	E-sel TNF inh
COc1ccc(NS(=O)(=O)c2cc(NC(=O)c3ccco3)ccc2N2CCCC2)cc1	13	-18	27	-3.6	-1	26	2	9	-2	-12
Nc1c(C(=O)Nn2cnnc2)cc([N+](=O)[O-])cc1[N+](=O)[O-]	14	-34	98	0.6	0	91	5	-7	-10	x
Cc1cccc2cc(C#N)c(NCCNC(=O)NC3CCCCC3)nc12	8	-21	74	-3.0	-12	79	2	2	x	-13
CN(C)S(=O)(=O)N(CC(=O)N1CCOCC1)c1ccccc1	4	-17	100	0.0	-9	94	0	-21	0	-14
COc1ccc(-n2nnnc2SCC(=O)Nc2nnc(C)s2)cc1	24	-34	97	-0.8	5	106	4	-1	0	10
CC(=O)c1ccc(N/N=C(/C(N)=O)C2=NC(C)(C)Cc3ccccc32)cc1	3	-11	18	-4.6	-6	22	0	3	-12	14
COc1cccc(NC(=O)CSCc2n[nH]c(=O)[nH]2)c1	5	-14	106	-0.1	0	95	0	8	-1	8
Cc1cccc(CN2CCC(CNC(=O)CCNC(=O)Cn3ccc4ccccc4c3=O)CC2)c1	4	-6	103	0.4	-7	95	0	-1	2	-54
COc1cccc(C2=CC(c3ccc(OC)c(OC)c3OC)n3nnnc3N2)c1 (stereo unspecified)	19	-22	17	-6.5	-3	16	0	12	0	-18
Cc1ccc2nc(Cl)c(C3CC(c4cccs4)=NN3C(=O)CCCC(=O)O)cc2c1 (stereo unspecified)	2	-20	101	1.7	-2	86	4	-1	-5	33
CCC(C)NC(=O)CS(=O)Cc1nc(-c2ccccc2C)oc1C (stereo unspecified)	13	47*	84	-0.6	0	90	15	-1	-1	22
COCCCNc1nc2c(c(=O)[nH]c(=O)n2C)n1CCCc1ccccc1	16	13	92	-0.6	-6	96	1	-11	0	11
COC(=O)CSc1c(-c2ccccc2)c2cc(Cl)ccc2[nH]c1=O	6	-12	97	-1.4	-6	84	1	-19	x	-3
COc1ccc2oc3cc(C)[n+]([O-])c(-c4ccc(C)cc4)c3c2c1	14	-23	53	-4.2	0	45	2	-5	x	1
Cc1ccccc1OCc1nnc(SCC(=O)Nc2ccc3nc(SCC(=O)Nc4ccccc4)sc3c2)n1C	9	-9	64	-3.9	1	59	0	9	1	-22
O=C(CSC1c2ccccc2C(=O)N1c1ccccc1)N1CCOCC1 (stereo unspecified)	8	8	106	-1.3	-1	91	-1	2	x	23
CCOC(=O)CSc1nc(C)nc2c1sc1nc(C)c(C(C)=O)c(-c3ccc(OC)cc3)c12	5	-26	76	-1.4	-5	77	11	4	0	-3
O=C(COc1ccccc1O)c1cccs1	6	-32	93	1.4	-10	95	2	0	0	-25
CC(C)[C@H](NC(=O)NCc1cccs1)C(=O)O	10	-11	94	-0.2	-9	95	4	3	0	x
CCCCN(C)C(=O)CCC(=O)Nc1ccc2nc(N3CCOCC3)cc(C)c2c1	8	-21	95	-2.2	-14	90	2	-9	-2	x
O=C(NC1CCCCCCC1)C1=COCCO1	18	-80	100	-1.4	-5	98	2	1	-1	-25
NNC(=O)C1CC1c1ccccc1 (stereo unspecified)	19	-23	97	2.6	3	96	1	-1	-12	57
CNC(=O)/C(=C\c1ccc([N+](=O)[O-])cc1)NC(C)=O	10	-32	90	-1.0	-7	94	14	5	-3	10
Cc1ccc2c(c1)N(CCC(=O)NCCN1CCOCC1)C(=O)CO2	11	-21	106	0.7	-9	103	-2	4	x	7

Ordered by the number under Yeast growth inh (high to low): three from the list above.
mol | Yeast growth inh
Cc1ccc2c(c1)N(CCC(=O)NCCN1CCOCC1)C(=O)CO2 | -21
CNC(=O)/C(=C\c1ccc([N+](=O)[O-])cc1)NC(C)=O | -32
O=C(NC1CCCCCCC1)C1=COCCO1 | -80

Source: PubChem BioAssay

Rows were taken by chance; overall some 6.4% were active at least once.
